High-throughput results: PubChem, Sanford-Burnham Center for Chemical Genomics
TAG inh – inhibitors of triacylglycerol accumulation | H9c2 cells, Nile Red lipid (TAG) fluorescence; cells loaded with 200 µM oleic acid | inhibition, % at 12.5 µM | 230,000 compounds, 0.66% hits;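 active = pattern-corrected inhibition of lipid staining of at least 50% with the nuclear-stain viability signal not falling by more than 50%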;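 also: 0% = DMSO wells and 100% = triacsin C control wells; some results filed as inactive read as strong as hits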
TAG inh DAPI viability – also measured in TAG inh; calls as there; DAPI nuclei signal change (viability), lower = more cytotoxic, %;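 whole-well DAPI fluorescence read on a plate reader as a viability signal; minus 50 percent equals half of cells still viable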
Active calls of the source: *. Not all compounds are listed; the hit share may differ from the screen's.

Every second line gives: TAG inh	TAG inh DAPI viability
CC(=O)OC1(c2ccccc2)CCN(C)C(C)C1C (centres undefined)
  -1.4	7.0
O=C(Oc1c(Cl)cc(Cl)c2ccccc12)N1CCCCC1
  5.4	-9.3
CC(=O)OC1C2(CC3N4C(=O)C5(CO)SSC4(CC31O)C(=O)N5C)OC(C)C(C)(C)C2=O (centres undefined)
  103.3	-59.5
Nc1ccc(-c2ccccc2)cc1
  -3.3	9.8
Cc1ccccc1-n1c(O)c(C=NCCN2CCOCC2)c(=O)[nH]c1=O
  2.2	-6.4
CCOCCN1CCN(c2nnc3n2-c2ccc(Cl)cc2C(c2ccccc2Cl)=NC3)CC1
  1.3	10.4
COCCn1c(-c2ccccc2)cc(C(=O)O)c1C
  -0.3	9.7
Cc1cccc(OP(N)(=O)Oc2cccc(C)c2C)c1C
  -19.8	-5.1
CCC1(CC)C(=O)N(C)C(=O)NC1=NC
  6.8	0.4
CC1=C(C/C(C)=C/c2ccccc2)/C(=C/CO)[C@@H]2OC(=O)O[C@]2(C)C12CC2
  -19.1	1.1
COC(=O)C1=C(c2ccc(Cl)c(C(F)(F)F)c2)C[C@@H]2CC[C@H]1N2C(=O)N1CCOCC1
  -38.7	-10.8
CCNC(=O)NNC(=O)C1CC(c2cccnc2)=NO1 (centres undefined)
  7.2	2.2
COc1ccccc1CNCCc1cccc(Cl)c1
  -6.7	29.4
CC(=O)OC1N=C(c2ccc(Cl)cc2)c2cc(Br)ccc2NC1=O (centres undefined)
  -24.9	18.0
CC(C)C(=O)Nc1nnc(CCN(CCc2nnc(NC(=O)C(C)C)s2)[N+](=O)[O-])s1
  2.8	0.5
COC(=O)C1=C(c2ccc(OCc3ccccc3)cc2)C[C@@H]2CC[C@H]1N2C(=O)NCc1cccc(OC)c1
  -20.4	-7.4
CC(=O)NC(C)Cc1ccccc1 (centres undefined)
  6.9	-2.4
C=CC(C)C(C(=O)c1ccccc1)N(C)C (centres undefined)
  -12.8	-1.5
COC(=O)[C@@H]1C[C@]2(C(=O)O)c3ccccc3N(OOSc3ccccc3)[C@@H]2N1C(=O)OC
  -2.8	5.4
COC(=O)C1=C(c2cccc(C#N)c2)C[C@@H]2CC[C@H]1N2C(=O)NCCO
  -4.9	8.9
CCC(CC)NCc1c[nH]c2ccccc12
  20.3	1.7
CC(=O)c1ccc2c(c1)C1C(Cl)C(Sc3ccccc3[N+](=O)[O-])CC1C(c1ccccc1)N2 (centres undefined)
  19.8	-15.3
COc1ccc(CC2(CCc3ccncc3)C(=O)NC(=O)NC2=O)c(OC)c1
  8.1	-2.8
Cc1cc(C)c(C)c(C(O)(C(=O)O)c2ccccc2)c1 (centres undefined)
  17.6	-6.6
COc1ccc(-c2nc3ccccc3n2OC(=O)N(C)C)cc1
  1.0	-1.0
CCOc1ccc(N=Cc2c(O)n(Cc3ccccc3)c(=S)[nH]c2=O)cc1
  -15.1	-1.6
O=C(c1ccncc1)C12CN3CN(CN(C3)C1)C2
  -17.9	-1.7
C=CC(=O)OCCO
  4.9	5.6
C=CCn1c(O)c(/C=N/N2CCCCC2)c(=O)[nH]c1=O
  7.6	-16.0
CCC(=O)c1c(O)n(C2CCCCCC2)c(=O)[nH]c1=O
  -1.3	2.5
COc1ccc(CCn2c(O)c(C=NCc3cccnc3)c(=O)[nH]c2=O)cc1OC
  -7.2	-2.7
O=c1[nH]c(=O)n(Cc2ccccc2)c(O)c1/C=N/NCCO
  -0.2	7.0
Cn1c(O)c(C2=NN(C(=O)CCl)C(c3ccccc3)C2)c(=O)n(C)c1=O (centres undefined)
  4.0	2.0
FC(F)(F)c1ccc2c(c1)N(CCCN1CCN(CCCl)CC1)c1ccccc1S2
  -6.5	4.0
Cc1ccccc1CC(=O)N(CCN(C)C)CC1CCCN(Cc2ccccc2F)C1 (centres undefined)
  2.7	13.9
O=C1NC(=O)C2(CCCc3ccc(N(CCCl)CCCl)cc32)N1 (centres undefined)
  12.0	-7.7
COP(=O)(NC(C)=O)SC (centres undefined)
  -29.4	-5.7
CC(=NCc1cccnc1)c1c(O)n(Cc2ccccc2)c(=O)[nH]c1=O
  6.8	-6.6
COC(=O)C1=C(c2cccc(OCc3ccccc3)c2)C[C@@H]2CC[C@H]1N2C(=O)NCc1cccc(OC)c1
  6.0	-9.4
CCC(=NCc1ccco1)c1c(O)n(-c2ccccc2C)c(=O)[nH]c1=O
  1.1	-3.9
COc1cc(N2CCOCC2)ccc1/C=C1\C(=O)NC(=O)N(Cc2cccs2)C1=O
  2.4	-12.8
C1=NCCCN2CCCCC12 (centres undefined)
  -1.7	-3.6
COC(/C(C)=C/C=C/C(C)=C/c1coc(C)n1)C(C)C1CC(O)C2(C)OC2C=CC(C)C2CC(CC(=O)O2)CC2OC2C(=O)O1 (centres undefined)
  39.1	-15.2
Cc1ccc(Cl)cc1N1CCN(CCN)CC1
  -6.9	21.2
CN1C(=O)C(C2c3ccccc3C(=O)N2Cc2ccc([N+](=O)[O-])cc2)C(=O)N(C)C1=O (centres undefined)
  14.6	1.6
C=C(C)c1cccc(C(C)(C)NC(=O)NC2CN3CCC2CC3)c1 (centres undefined)
  13.9	-10.4
N#Cc1ccc(NC(=O)CN2CCN(C(=O)c3cccs3)CC2)cc1Cl
  8.9	-2.9
COC(=O)C1=C(c2cccc(OCc3ccccc3)c2)C[C@@H]2CC[C@H]1N2C(=O)NCc1ccc(C(F)(F)F)cc1
  11.8	-11.1
Cc1cc[n+](Cc2ccccc2)cc1
  -37.4	3.7
Cc1ccc(-n2c(O)c(C=NCCN3CCOCC3)c(=O)[nH]c2=O)cc1
  1.2	0.3

Remaining list, next part.
Every second line gives: TAG inh	TAG inh DAPI viability
COc1ccc2c(c1)NP(=S)(c1ccccc1)N2 (centres undefined)
  5.3	0.7
O=C1NC(=O)N(c2ccc(F)cc2)C(=O)/C1=C/c1ccc(N2CCOCC2)cc1
  -18.4	4.4
C=C1N2CCC(CC2)C1(O)c1ccc(C)c(C)c1 (centres undefined)
  5.0	-6.4
COC(=O)C1=C(c2c(C)noc2C)C[C@@H]2CC[C@H]1N2C(=O)N1CCC(O)CC1
  -10.1	6.1
Cc1ccc(-n2c(O)c(C=NCCC3=CCCCC3)c(=O)[nH]c2=O)cc1
  0.5	1.7
COC(=O)C1=C(c2c(C)noc2C)C[C@@H]2CC[C@H]1N2C(=O)N1CCC(C)CC1
  -19.6	-2.6
Cc1nc2c(-c3ccccc3)c(C)nn2c(C)c1CCC(=O)N1CCC2(CC1)OCCO2
  -14.5	5.5
Clc1ccccc1C1=NCc2nncn2-c2sc(Br)cc21
  -2.1	-7.2
COc1cc2c(C(=O)O)c(C)n(C)c2cc1Br
  2.1	5.3
Cc1c(C(=O)Nc2ccccc2)cc(-c2ccccc2)n1CCCN1CCOCC1
  4.9	-3.4
CN=C(SCC(=O)c1cccc(Cl)c1)c1c(O)n(C)c(=O)n(C)c1=O
  -3.5	7.4
Clc1ccccc1CN1CCNCC1
  9.0	-3.4
Cc1noc(C)c1CSCC(=O)Nc1ccc(C#N)c(Cl)c1
  -2.1	1.1
O=c1[nH]c(=O)n(Cc2ccc(F)cc2)c(O)c1/C=N/Nc1ccccc1
  4.9	-13.9
CCCN1CCC[C@H](c2cccc(O)c2)C1
  1.7	2.8
CCCCCCN=Cc1c(O)n(C)c(=O)n(C)c1=O
  6.2	2.3
O=P(Oc1ccccc1)(Oc1ccccc1)N1CCN(c2ccc(F)cc2)CC1
  -19.3	1.4
COC(=O)C1=C(c2c(C)noc2C)C[C@@H]2CC[C@H]1N2C(=O)N1CCCCC1
  -9.3	-1.8
CCOC(=O)c1c(C)n(Cc2ccc(F)cc2)c2ccc(O)cc12
  -8.6	-7.9
COc1ccc(CNC(C)Cc2cccs2)cc1 (centres undefined)
  15.8	-1.2
CCCS(=O)(=O)N1CCC(C(=O)N2CCC3(CC2)OCCO3)CC1
  9.1	-2.9
COc1cc2c(cc1OC)-c1c(OC)c(OC)cc3c1[C@H](C2)N(C)CC3
  -4.0	3.3
COc1ccc(-n2c(CN3CCOCC3)nc3ccccc3c2=O)c(OC)c1
  10.8	-8.1
C[C@]12CCC3C(CC[C@H]4C[C@@H](O)CC[C@]34C)C1C[C@@H](O)[C@]2(C)O (some centres undefined)
  -0.8	6.8
O=[N+]([O-])c1ccc(N2CCOCC2)c2ccncc12
  2.8	-4.0
COc1cc2c(cc1OC)C13CCN4CC5=CCOC(CC(=O)O)C(C5CC41)C3N2 (centres undefined)
  -9.8	3.1
CC1C(c2ccccc2)OC(=O)N1C (centres undefined)
  -10.4	7.2
CSc1ncc(/C=C2/C(=O)NC(=O)N(c3ccc(Cl)cc3)C2=O)cn1
  2.2	0.5
OC(CNCCc1c[nH]c2ccccc12)C(F)(F)F (centres undefined)
  -0.1	8.0
O=C(CCCC1=NS(=O)(=O)c2ccccc2N1)N1CCC2(CC1)OCCO2
  -3.9	-4.6
CC(C)CCNC(=O)c1cc(C(=O)c2cc(F)ccc2O)cn(CCC(C)C)c1=O
  2.0	-0.9
CN1CC(C(=O)c2ccccc2)C(C(=O)c2ccccc2)C1 (centres undefined)
  -3.4	-5.1
COC(=O)C1=C(c2cccc(C#N)c2)C[C@@H]2CC[C@H]1N2C(=O)NCCOc1ccccc1Cl
  10.5	-6.0
COc1ccc(-c2cc(=Nc3cccc(C(=O)O)c3)c3cc(C)ccc3o2)cc1
  -2.6	88.0
Cc1cc(-c2ccccc2)cc(C)[n+]1Cc1ccccc1
  -17.5	-48.6
CC(=NCc1ccc2c(c1)OCO2)c1c(O)n(-c2ccc(C)cc2)c(=O)[nH]c1=O
  -1.8	6.3
Cc1cc(N2CCOCC2)nc2ccc(NC(=O)CCC(=O)N3CCC4(CC3)OCCO4)cc12
  10.1	7.6
Cc1cc(/C=C2\C(=O)NC(=O)N(C)C2=O)c(C)n1-c1ccc2c(c1)OCO2
  6.0	6.0
CNC(=O)N(C)c1ccc(C(O)(C(=O)OC)C(F)(F)F)cc1 (centres undefined)
  -2.7	-3.1
CCN1C(=O)/C(=C/c2ccc(N(CC)CC)cc2OC)C(=O)NC1=S
  15.4	1.0
CCCN1CC(C)C(OC(C)=O)(c2ccccc2)CC1C (centres undefined)
  2.6	-5.0
COC(=O)C1=C(c2ccc3ccccc3c2)C[C@@H]2CC[C@H]1N2C
  -23.1	0.9
CC(=O)[C@H]1CC[C@H]2[C@@H]3CC[C@H]4C[C@H](O)CC[C@]4(C)[C@H]3C(=O)C[C@]12C
  8.0	-2.3
CC(=Nc1ccc2c(c1)CCC2)c1c(O)n(C)c(=O)n(C)c1=O
  -1.9	-2.2
Cn1c(O)c(C=NCCc2c[nH]c3ccccc23)c(=O)n(C)c1=O
  -2.7	2.0
CC(NCC#Cc1ccccc1)C(O)c1ccccc1 (centres undefined)
  15.4	-8.9
Cc1sc2ccccc2c1CC1=NCCN1
  -4.8	0.6
CCCCc1ccc(C(=O)O)nc1
  -3.7	1.9
Cc1oc(-c2ccccc2Cl)nc1CN1C(=O)CN=C(c2ccccc2)c2ccccc21
  -12.0	-9.7
O=C(COc1ccc2ccccc2c1)N1CCN(C2CCN(Cc3ccccc3)CC2)CC1
  13.9	9.0

Further compounds
Every second line gives: TAG inh	TAG inh DAPI viability
CN1OCC2Cn3c(nc4ccccc43)C21 (centres undefined)
  15.8	-0.4
N#Cc1c(Br)n(C2OC(CO)C(O)C2O)c2ncnc(N)c12 (centres undefined)
  52.1*	-5.7*
Cc1sc2ncn(CC(=O)NCCCC(=O)N3CCC4(CC3)OCCO4)c(=O)c2c1C
  6.8	-2.3
CCOC(=O)c1cccc(NC(=O)c2c(O)[nH]c(=O)[nH]c2=O)c1
  -4.7	3.2
Cc1ccc(N=C(N(C)C)P(=O)(N(C)C)N(C)C)cc1
  -15.7	-9.6
CC1=CC2OC3CC4OC(=O)C=CC=CC(C(C)O)OCC(O)C(C)CC(=O)OCC2(CC1O)C4(C)C31CO1 (centres undefined)
  113.7	-79.3
O=C1NC(=O)N(CCNc2ncc(C(F)(F)F)cc2Cl)C(=O)C1/C=N/OCc1c(F)cccc1Cl (centres undefined)
  3.5	0.7
O=c1[nH]c(=S)n(Cc2ccc(F)cc2)c(O)c1/C=N/N1CCCCC1
  4.2	-9.7
COc1ccc(OCC(=O)Nc2ccc(Cl)cc2C(=O)c2ccccc2)cc1
  13.2	-15.1
O=C1NC(=O)N(c2ccccc2F)C(=O)/C1=C/c1ccc(Oc2ccc([N+](=O)[O-])cn2)cc1
  4.2	9.3

Already shown: entries from further up.
Every second line gives: TAG inh	TAG inh DAPI viability
COc1cc2c(cc1OC)-c1c(OC)c(OC)cc3c1[C@H](C2)N(C)CC3
  -4.0	3.3
COc1ccc(-n2c(CN3CCOCC3)nc3ccccc3c2=O)c(OC)c1
  10.8	-8.1
C[C@]12CCC3C(CC[C@H]4C[C@@H](O)CC[C@]34C)C1C[C@@H](O)[C@]2(C)O (some centres undefined)
  -0.8	6.8

The results go on.
Every second line gives: TAG inh	TAG inh DAPI viability
Cc1ccsc1C(=O)C1CCCN(Cc2cccc(-n3cccn3)c2)C1 (centres undefined)
  -19.8	4.9
O=C1c2ccccc2-c2cccc3cccc1c23
  -3.4	31.2
CC(C)C/C(=N/O)c1cn(C)c2ccccc12
  3.5	2.5
Cc1ccc(OC(=O)N(C)C[C@H]2OCc3cnnn3CCCC(=O)N([C@H](C)CO)C[C@@H]2C)cc1
  0.1	-9.2
C=CCn1c(O)c(C(C)=Nc2ccc(C(=O)O)cc2)c(=O)[nH]c1=O
  -4.0	3.5
CC(Cc1ccccc1)NC(=O)/C=C/C(=O)O (centres undefined)
  5.4	7.1
COc1ccc(-c2cc(C(F)(F)F)n3nc(C(=O)N4CCC5(CC4)OCCO5)cc3n2)cc1OC
  3.6	-5.8
C=CCN1C(=O)NC(=O)/C(=C/C=C/c2ccccc2)C1=O
  2.5	0.9
